Bioassay records: PubChem, several laboratories
CAL PDZ FP-1: untagged CAL PDZ binding inhibitors, primary screen, biochemical, fluorescence polarization, HTS; purified CAL PDZ, TMR-peptide fluorescence polarization, 1 h; 0.92% of 300,000 active; inhibition, % at 24.9 µM; Golgi-associated PDZ and coiled-coil motif-containing protein (Homo sapiens), Q9HD26; AID 602252, 2012;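 active means mean inhibition of at least 30% with at least half of replicates also reaching 30%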;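 further: 0% = DMSO neutral control and 100% = excess unlabeled competitor peptide PRC23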
phage Ecoli inh: growth loss of phage-infected E. coli, primary screen, RecBCD inhibitor project, absorbance, with phage, HTS | inhibition, % at 11.9 µM | 0.26% of 360,000 active | AID 651602, 2012; in the data active means inhibition above about 11%
Tat export inh: E. coli Tat export inhibitors, primary screen, MC4100, TorA-mCherry reporter, fluorescence, single point. 0.036% of 340,000 active. inhibition, % at 10 µM;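 active means mean replicate inhibition at least 50% and at least half of replicates individually reaching 50%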;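 further: exported cargo escapes ClpAP degradation while cytoplasmic cargo is degraded and loses fluorescence; 0% = median of neutral control wells and 100% = median of NaSCN control wells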
MITF act: activators of MITF-driven TRPM1 promoter reporter, primary screen, cell-based, SK-MEL-5, luciferase, single point. SK-MEL-5 TRPM1-promoter luciferase, 24 h; % of positive control, neutral wells = 0. activation, % at 12.5 µM. 0.75% of 300,000 active. AID 588334, 2011;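 active means mean activation of at least 80% with every replicate also reaching 80%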;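 further: 0% = neutral control wells and 100% = parthenolide positive control wells; values of inactives mirror those of a sister screen read the other way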
AddAB inh: growth inhibition of E. coli expressing H. pylori AddAB, primary screen, AddAB inhibitor project, absorbance | AID 435030, 2010 | 0.29% of 330,000 active | inhibition, % at 11.9 µM; in the data active means inhibition above about 12%;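 further: 0% = vehicle wells of infected cells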
E coli growth: E. coli V3065 growth inhibition, primary screen, counter-screen for AddAB inhibitor project, absorbance, OD600; 18 h; inhibition, % at 11.9 µM; 0.27% of 330,000 active; AID 449728, 2010;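 active means inhibition above the campaign's mean inhibition across all tested compounds plus 3 SD, cut at about 9.9% in these data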;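 further: uninfected addAB+ strain grown without phage in ampicillin broth; 0% = DMSO wells and 100% = ciprofloxacin 0.95 µg/ml wells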
Wnt act: Wnt/beta-catenin pathway activators, primary screen, cell-based, plate reader, single point; Wnt/beta-catenin reporter cell assay, activator; activation, % at 9.35 µM; 1.2% of 300,000 active; AID 743398, 2014; in the data active means activation above about 30%, passing the limit was not always enough;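 further: 0% = neutral control wells and 100% = positive control wells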
SR-BI uptake up: activators of SR-BI mediated DiI-HDL uptake, primary screen, ldlA[mSR-BI] CHO cells, DiI fluorescence. AID 504775, 2011. 0.096% of 320,000 active. 3 h; 100 = double the neutral-control signal. activation, % at 12.5 µM;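 active means mean replicate activation of at least 60% and every replicate at or above 60%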;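 further: 0% = median plate neutral-control signal and 100% = twice that signal; values of inactives mirror those of a sister screen read the other way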
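System: CHO ldlA[mSR-BI] cells / Medium: HEPES-buffered (25 mM, pH 7.4) F12 plus 0.5% BSA / Probe or stimulus: labelled HDL, 10 µg/mL / Doses: single compound concentration, delivered by pin transfer / Schedule: 3 h, 37 °C / Measured by: DiI fluorescence, bottom read / Measure: cell-associated DiI fluorescence as measure of HDL uptake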
CAL PDZ FP-2: CAL PDZ peptide-binding inhibitors, primary screen, biochemical, fluorescence polarization, Cer-tagged CAL PDZ, HTS | purified CAL PDZ, TMR-peptide fluorescence polarization, 1 h | Golgi-associated PDZ and coiled-coil motif-containing protein (Homo sapiens), Q9HD26 | AID 504414, 2011 | inhibition, % at 20 µM | 0.02% of 330,000 active;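 active means highest replicate inhibition of at least 40%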;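 further: plate controls were DMSO neutral control wells for no effect and unlabeled competitor peptide control wells for full effect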
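System: tagged CAL PDZ domain. Schedule: 1 h room-temperature incubation prior to read. Signal: fluorescence polarization (mP). Measure: percent inhibition from loss of millipolarization.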
SR-BI HDL uptake: inhibitors of SR-BI mediated HDL lipid uptake, primary screen, ldlA[mSR-BI] cells, fluorescence, single point | Scavenger receptor class B member 1 (Mus musculus), Q61009 | ldlA[mSR-BI] CHO cells, DiI-HDL uptake fluorescence, 3 h | inhibition, % at 12.5 µM | 0.96% of 320,000 active | AID 488896, 2010;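 active means mean replicate inhibition of at least 70% and a set share of replicates each scoring 70 or more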;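 further: 0% = median of neutral control wells and 100% = median of positive control wells; values of inactives mirror those of a sister screen read the other way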
Target sequence (Q61009 whole entry, looked up): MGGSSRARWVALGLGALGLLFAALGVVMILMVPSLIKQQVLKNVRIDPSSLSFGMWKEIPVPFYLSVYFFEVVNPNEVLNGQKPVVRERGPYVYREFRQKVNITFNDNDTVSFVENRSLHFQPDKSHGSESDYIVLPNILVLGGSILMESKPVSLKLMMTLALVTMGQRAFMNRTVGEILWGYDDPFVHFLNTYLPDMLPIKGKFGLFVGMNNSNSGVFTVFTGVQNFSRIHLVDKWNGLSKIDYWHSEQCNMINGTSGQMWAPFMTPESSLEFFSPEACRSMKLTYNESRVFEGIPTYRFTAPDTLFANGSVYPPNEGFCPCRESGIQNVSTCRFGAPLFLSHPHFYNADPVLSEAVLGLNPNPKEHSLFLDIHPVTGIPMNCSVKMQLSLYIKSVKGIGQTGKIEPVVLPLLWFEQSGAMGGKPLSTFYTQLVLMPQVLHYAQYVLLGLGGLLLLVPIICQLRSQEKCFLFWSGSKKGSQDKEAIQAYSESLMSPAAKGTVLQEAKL
Active calls of the source: *; · = no result given.

structure	CAL PDZ FP-2	phage Ecoli inh	MITF act	AddAB inh	Tat export inh	E coli growth	SR-BI uptake up	Wnt act	SR-BI HDL uptake	CAL PDZ FP-1
C=CCn1c(-c2cccs2)nc2ccccc21	-0.7	2.9	19	5.2	-2	2.1	-4	-2	4	-9
CSc1nc2ccc(S(=O)(=O)N3CCc4ccccc43)cc2s1	0.1	·	-10	2.2	7	2.8	-14	-3	14	·
COC(=O)c1c(C)[nH]c(C(=O)CSc2nnnn2-c2ccccc2)c1C	1.0	-0.7	-2	-0.5	-2	3.0	20	-3	-20	-2
Cc1ccc(-n2c(SCC(=O)OC(C)C)nnc2-c2ccccn2)cc1	-0.5	2.3	-7	0.5	4	2.1	-10	·	10	0
Cc1cc(C)n(S(=O)(=O)c2ccc(Cl)cc2)n1	-1.0	4.4	·	1.0	20	-0.2	16	-1	-16	-3
OCC1=C[C@@H](O)[C@@H]2C=CO[C@@H](O[C@@H]3O[C@H](CO)[C@@H](O)[C@H](O)[C@H]3O)[C@H]12	-1.0	1.6	7	5.7	-9	-0.7	14	-2	-14	-2
COc1ccccc1CNC(=O)CCNS(=O)(=O)c1cccc2nonc12	-1.8	0.1	8	1.0	-4	0.4	-2	-1	2	2
CN(C)CC(C)(C)CNCc1cc(=O)oc2ccc3ccccc3c12	-2.9	0.7	0	1.4	10	-0.1	·	-2	·	-3
CCn1c(CSc2nc3ccccc3s2)n[nH]c1=S	-0.5	2.0	-1	1.6	7	-0.7	7	·	-7	-5
COc1ccc2cc(S(=O)(=O)NCCCN3CCOCC3)ccc2c1	0.1	2.5	-4	1.2	0	0.9	20	-8	-20	2
CSc1nc2[nH]c(=O)[nH]c2c(=O)[nH]1	-0.7	4.4	-15	·	0	·	3	-5	-3	-31
CCn1c(C)c(P(=O)(N2CCOCC2)N2CCOCC2)c2ccccc21	-0.6	1.7	6	2.5	-5	3.8	-7	-1	7	-6
COc1cccc(N2CCN(C(=O)C3CCN(S(=O)(=O)c4cccs4)CC3)CC2)c1	-0.8	1.6	-3	-0.7	-8	-1.6	-17	1	17	-4
COc1ccc(C(=O)NNC(=O)CSc2nnc(COc3ccc4ccccc4c3)n2C)cc1	-0.6	3.4	0	0.5	-6	1.7	-9	-6	9	-4
Cc1cc(=O)[nH]c(N/N=C/c2c(O)n(-c3ccccc3)c(=O)c3ccccc23)n1	-0.7	3.1	-7	3.9	-8	0.0	2	·	-2	-3
CCOC(=O)N1CCN(C(=O)CS(=O)(=O)Cc2nc(-c3ccccc3C)oc2C)CC1	-0.8	0.5	-4	-2.1	3	1.0	-14	2	14	9
COc1ccccc1OCCNC(=O)CN1C(=O)NC2(CCCCC2)C1=O	-0.6	3.4	·	3.0	1	-0.9	-9	5	9	-2
CCN1CCN(c2ccc(NC(=O)c3ccc(C#N)cc3F)cc2Cl)CC1	1.1	0.8	6	0.7	-3	0.0	-22	0	22	-8
Cc1ccc(-c2csc3nc(CN(C)Cc4ccccc4)[nH]c(=O)c23)cc1	-1.2	0.2	5	-5.1	-4	-1.4	-37	-2	37	·
O=C(C1CCCN(S(=O)(=O)c2cccc3nonc23)C1)N1CCN(c2ccccc2Cl)CC1 (centres undefined)	-0.6	2.4	-9	1.5	7	1.4	-25	-4	25	-3
CC(NC(=O)c1ccc(N)cc1)c1ccccc1 (centres undefined)	-0.5	-2.3	-1	1.3	-8	2.3	12	0	-12	-6
COc1ccc(OCC(=O)OCC(=O)Nc2ccc3[nH]c(=O)[nH]c3c2)cc1	-0.3	0.9	1	2.1	-5	0.9	20	1	-20	-8
O=C1c2ccccc2C(=O)N1CC(O)CN1CCOCC1 (centres undefined)	·	1.3	-4	-0.3	0	-0.5	38	·	-38	-3
COc1ccc(NC(=O)C2CC(=O)N/C(=N/N=C/c3ccco3)S2)cc1 (centres undefined)	·	2.5	·	2.8	·	0.7	·	-2	·	·
NC(=O)C1CCN(C(=O)COc2ccc3ccc(=O)oc3c2)CC1	1.1	2.6	7	0.3	8	-1.0	2	-1	-2	-7
Cc1cc(C(=O)OCC(=O)NCc2ccccc2)c(C)o1	-3.9	1.3	-2	2.7	-19	0.4	-2	-2	2	-4
Cc1ccsc1/C=C1\SC(N2CCOCC2)=NC1=O	-1.6	3.2	69	-1.2	1	0.3	·	·	·	-5
COc1ccc(CNCC(O)(c2ccccc2)c2ccccc2)cc1	-2.2	-0.8	·	0.2	7	1.1	2	4	-2	-6
NC(=O)c1ncn([C@@H]2O[C@H](CNCc3ccccc3OCc3ccc(Cl)cc3Cl)[C@@H](O)[C@H]2O)n1	-0.4	3.5	-11	·	1	·	-2	-3	2	-3
O=[N+]([O-])c1ccccc1OCCCN1CCc2ccccc2C1	-0.8	0.4	-7	-0.2	0	0.0	-6	0	6	2
O=C(NN=C1C2CC3CC(C2)CC1C3)c1ccncc1	-0.6	5.9	1	1.9	-4	1.2	7	·	-7	1
CC(=O)c1ccc(NC(=O)CNCC(c2ccccc2)N(C)C)cc1 (centres undefined)	-0.1	-1.5	13	-2.2	-6	-4.5	2	0	-2	2
CCOC(=O)Cc1[nH]nc2c1C(c1cc(OC)ccc1OC)C(C#N)=C(N)O2 (centres undefined)	0.1	-0.9	4	0.7	-4	-0.2	24	-1	-24	-3
CCCCc1nnc(NC(=O)CCc2ccccc2)s1	-0.6	3.0	·	·	-2	·	22	0	-22	7
COc1ccc(S(=O)(=O)Nc2ccccc2C(=O)NCc2cccnc2)cc1	-2.4	1.3	5	-0.7	-5	-1.4	7	-2	-7	2
COc1cccc(C(=O)Nc2ccc(N3CCN(Cc4ccccc4)CC3)cc2)c1	-0.6	0.8	13	2.5	-1	-1.0	-56	6	56	-3
Cn1c(C(=O)NC2CCCCC2)cc2c(=O)n(C)c3ccccc3c21	-1.2	0.8	·	-0.8	0	-2.5	-47	9	47	-2
CCCCCC[n+]1c(-c2ccccc2)csc1Nc1ccccc1	-2.0	1.2	-10	3.3	0	-1.0	-37	-4	37	-2
Cc1sc(NC(=O)Cn2nc(C(F)(F)F)cc2C)c(C(=O)OC(C)C)c1C	0.5	5.8	6	1.2	-12	-0.2	-33	-4	33	-1
COc1ccc(CCNS(=O)(=O)c2ccc(OC)c(OC)c2)cc1OC	-0.3	4.2	-3	3.7	-5	-0.4	17	0	-17	-3

Structures listed so far with a cyano group:
structure	CAL PDZ FP-2	phage Ecoli inh	MITF act	AddAB inh	Tat export inh	E coli growth	SR-BI uptake up	Wnt act	SR-BI HDL uptake	CAL PDZ FP-1
CCN1CCN(c2ccc(NC(=O)c3ccc(C#N)cc3F)cc2Cl)CC1	1.1	0.8	6	0.7	-3	0.0	-22	0	22	-8
CCOC(=O)Cc1[nH]nc2c1C(c1cc(OC)ccc1OC)C(C#N)=C(N)O2 (centres undefined)	0.1	-0.9	4	0.7	-4	-0.2	24	-1	-24	-3

Record cards (already shown). Screens in order: CAL PDZ FP-2, phage Ecoli inh, MITF act, AddAB inh, Tat export inh, E coli growth, SR-BI uptake up, Wnt act, SR-BI HDL uptake, CAL PDZ FP-1
COc1ccc(CCNS(=O)(=O)c2ccc(OC)c(OC)c2)cc1OC in the list: -0.3, 4.2, -3, 3.7, -5, -0.4, 17, 0, -17, -3
COc1cccc(C(=O)Nc2ccc(N3CCN(Cc4ccccc4)CC3)cc2)c1 in the list: -0.6, 0.8, 13, 2.5, -1, -1.0, -56, 6, 56, -3

(list continues)
structure	CAL PDZ FP-2	phage Ecoli inh	MITF act	AddAB inh	Tat export inh	E coli growth	SR-BI uptake up	Wnt act	SR-BI HDL uptake	CAL PDZ FP-1
CC1CCc2nc(NC(=O)CN3CCN(c4ccc(F)cc4)CC3)sc2C1 (centres undefined)	-0.5	2.3	-6	-4.4	1	-3.4	2	-3	-2	1
CN(Cc1c(F)cccc1Cl)C(=O)c1cnc2ccccc2n1	-2.3	2.7	-16	2.6	-1	-2.0	-7	3	7	10
Cc1ccc(S(=O)(=O)CCC(=O)Nc2nnc(-c3ccccc3S(C)(=O)=O)o2)cc1	-1.4	3.8	-8	-2.1	-1	-0.4	31	-2	-31	-2
CCOc1cc(/C=N/NC(=O)c2ccncc2)ccc1OC(=O)c1ccc([N+](=O)[O-])cc1	-1.8	0.5	-11	-2.2	-28	2.7	-33	·	33	-3
CCOC(=O)C1CCN(C(=O)CCc2nnc3ccc(N4CCN(C)CC4)nn23)CC1	-1.5	2.4	2	2.9	1	-0.9	1	0	-1	-4
O=C(c1cc2ccccc2oc1=O)N(Cc1cccs1)C1CCS(=O)(=O)C1 (centres undefined)	0.1	2.1	78	1.9	-4	-0.5	22	·	-22	-5
C=CCNC(=O)CSc1nc2scc(-c3ccco3)c2c(=O)n1CC=C	-0.9	2.0	6	-0.7	6	0.0	-5	-5	5	2
CCOc1ccc(C(=O)C(C)=O)c(OCC)c1	-0.9	3.9	-10	3.9	-2	1.8	-23	-1	23	28
C=CCn1c(=O)/c(=C\c2ccsc2)s/c1=C(/C#N)C(=O)NCCN1CCOCC1	-0.7	·	1	-0.7	-9	1.0	-38	·	38	12
